CF NFkB inh = blocks PAF-induced NF-kB reporter in cystic fibrosis cells | KKLEB NF-kB-GFP reporter, GFP fluorescence overnight | inhibition, % at 5 µM | actives 0.86% (n = 360,000) | AID 588850;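 active = at least 50% inhibition at 5 µM, scaled per plate between neutral and stimulator controls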;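 also: PAF is a Pseudomonas aeruginosa culture filtrate used as stimulus; plate controls were PAF-stimulated DMSO wells for no effect and unstimulated DMSO wells for full effect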
MITF TRPM1 inh = reduces MITF-dependent TRPM1 promoter luciferase signal | SK-MEL-5 TRPM1 promoter luciferase, 24 h | inhibition, % at 12.5 µM | actives 0.83% (n = 330,000) | AID 488899;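 active = mean inhibition across replicates of 60% or more, whatever share of single replicates reaches that level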; also: values of inactives mirror those of a sister screen read the other way
Peg3 prom inh = reduces Peg3 promoter-driven luciferase expression in HeLa | HeLa PEG-Prom luciferase reporter, luminescence, overnight | inhibition, % at 20 µM | actives 1.7% (n = 360,000);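 active = inhibition of at least 50% at 20 µM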
NR2E3 ag-1 = activates human photoreceptor nuclear receptor NR2E3. Q9Y5X4. GST-NR2E3/biotin-RetCOR TR-FRET, 1536-well. inhibition of corepressor binding, % at 4.78 µM. actives 0.12% (n = 320,000). AID 2300;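 active = percent inhibition above the cutoff of mean plus 3 SD of all tested compounds, set per screening campaign, cut at about 20% in these data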;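 also: 0% = DMSO wells and 100% = biotin wells as full block of FRET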
Target sequence (Q9Y5X4 whole entry, looked up): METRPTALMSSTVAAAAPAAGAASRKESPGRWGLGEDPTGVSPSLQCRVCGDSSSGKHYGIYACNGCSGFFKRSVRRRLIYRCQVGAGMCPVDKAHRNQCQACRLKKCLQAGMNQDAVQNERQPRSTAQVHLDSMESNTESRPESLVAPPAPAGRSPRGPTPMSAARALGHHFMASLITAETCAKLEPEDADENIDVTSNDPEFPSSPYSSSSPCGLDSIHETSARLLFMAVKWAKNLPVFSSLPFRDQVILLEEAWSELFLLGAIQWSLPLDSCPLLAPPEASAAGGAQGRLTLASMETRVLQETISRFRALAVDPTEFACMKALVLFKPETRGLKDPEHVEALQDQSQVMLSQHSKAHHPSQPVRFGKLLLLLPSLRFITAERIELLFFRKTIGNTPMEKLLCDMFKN
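Material: NR2E3–RetCOR corepressor complex / Amount: 1.35 nM GST-NR2E3 / Medium: Tris pH 7.5 / Compound: single nominal compound dose of 4.8 µM / Incubation: 5 h at 4 °C / Technique: TR-FRET, Eu(K)-anti-GST donor, streptavidin-D2 acceptor, ex 340, em 617/671 nm / Read-out basis: percent loss of FRET ratio relative to control wells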
Shn3 inh set2 = inhibitors of Schnurri-3 3'UTR reporter in osteoblasts. inhibition, % at 12.5 µM. Clone20 osteoblast Shn3 3'UTR firefly luciferase, 24 h. actives 0.52% (n = 360,000);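 active = mean inhibition of at least 75% with every replicate also reaching 75%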;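 also: 0% = median of neutral control wells and 100% = pilot-screen positive control compound; some compounds past the cut are filed as inactive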
TRAIL sens C8 = sensitizes caspase-8 expressing cells to TRAIL. NB7+C8 cells + TRAIL, ATPlite viability luminescence. inhibition (viability loss, TRAIL sensitization), % at 10 µM. actives 1% (n = 360,000). AID 624354;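 active = compounds causing at least 50% loss of cell viability in the single-dose screen, relative to plate controls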
NR2E3 ag-2 = activates human NR2E3 receptor; AID 602229; CHO-S Gal4-NCOR/VP16-NR2E3 two-hybrid, luciferase; actives 0.35% (n = 360,000); inhibition of corepressor binding, % at 3.98 µM;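 active = inhibition above the mean of all tested compounds plus 3 SD, cut at about 70% in these data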;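 also: 0% = DMSO with NR2E3 transfected cells and 100% = cells lacking NR2E3 construct; higher means lower luciferase signal from less NR2E3 corepressor binding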
HIF-2a block = blocks HIF-2a reporter activity; inhibition, % at 18.8 µM; 786-0 RCC cells HIF-2a reporter, luciferase luminescence, overnight; AID 624352; actives 0.72% (n = 360,000);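 active = inhibition of the luminescence signal of 40% or more relative to plate controls, in a single-dose primary screen at 18.75 µM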
TWEAK-Fn14 inh = inhibitors of TWEAK-Fn14 interaction signaling; TWEAK-stimulated Fn14 reporter cells, luciferase luminescence, 8 h; inhibition, % at 10 µM; actives 2% (n = 360,000); in the data active = inhibition above about 50%
KKLEB cytotox = counter-screen for CF NF-kB inhibitors: cytotoxicity | KKLEB CF airway cells viability, ATPlite luminescence, overnight; hits give low values; cells stimulated with P. aeruginosa culture filtrate | activity change (cytotoxicity), % at 5 µM | actives 0.36% (n = 360,000) | AID 602141;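 active = corrected activity change at or below -50% at 5 µM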
TROY signal inh = inhibitors of TROY-dependent NF-kB signaling | inhibition, % at 10 µM | actives 0.98% (n = 360,000) | Q293 LMP1-TROYcd NF-kB luciferase reporter, 4 h | AID 1347056;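 active = compounds whose plate-normalised and pattern-corrected inhibition of the luciferase reporter signal at the single screening dose is 50% or more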
Starred values were filed as active, the others as inactive; nt = not tested or not shown. These rows are one share of the data; rates above refer to the full screens.

Preview (two entries):
SMILES	CF NFkB inh	MITF TRPM1 inh	Peg3 prom inh	NR2E3 ag-1	Shn3 inh set2	TRAIL sens C8	NR2E3 ag-2	HIF-2a block	TWEAK-Fn14 inh	KKLEB cytotox	TROY signal inh
Cc1ccccc1COc1cccn2c(N(C)C(=O)CCC3CCCC3)c(C)nc12	30	nt	14	nt	17	2	3	-2	28	-4	21
CCOc1ccc(-n2nnnc2-c2nc3ccccc3s2)cc1	70*	19	-74	1	-31	63*	12	-65	74*	-70*	62*

The listing, repeating the preview:
SMILES	CF NFkB inh	MITF TRPM1 inh	Peg3 prom inh	NR2E3 ag-1	Shn3 inh set2	TRAIL sens C8	NR2E3 ag-2	HIF-2a block	TWEAK-Fn14 inh	KKLEB cytotox	TROY signal inh
Cc1ccccc1COc1cccn2c(N(C)C(=O)CCC3CCCC3)c(C)nc12	30	nt	14	nt	17	2	3	-2	28	-4	21
CCOc1ccc(-n2nnnc2-c2nc3ccccc3s2)cc1	70*	19	-74	1	-31	63*	12	-65	74*	-70*	62*
Cc1nn(-c2nc3ccccc3s2)c(N)c1-c1ccc(Cl)cc1	-8	-78	-203	-1	-22	4	-34	-260	-31	7	-70
COc1ccc(C=C2C(=O)c3ccccc3C2=O)cc1O	-8	11	-4	-2	8	-2	16	11	-9	-8	43
CC1(C)Cc2c(sc3c2c(=N)n(Cc2ccco2)c(=O)n3CC(=O)Nc2ccccc2)CO1	17	-3	10	-2	-11	-14	5	-6	4	-3	-17
COC(=O)c1c(NC(=O)C(=O)N2CCOCC2)sc2c1CCCC2	28	2	-1	-1	12	0	-23	-27	-57	-16	-7
CCCS(=O)(=O)c1nc(S(=O)(=O)c2ccc(C)cc2)c(N2CCC(C(N)=O)CC2)s1	-20	11	2	4	-4	-7	4	3	22	27	7
COc1cccc(NC(=O)CCC(=O)N2CC(C)Oc3ccc(C)cc32)c1 (stereo not given)	-33	10	20	3	-29	0	-7	2	11	7	12
O=C(Nc1ccccc1Cl)c1ccc2nc(N3CCOCC3)sc2c1	-13	nt	-157	-2	-36	2	-72	-149	-7	-4	-55
CCOC(=O)c1sc2nc(CSc3ccccc3)nc(N3CCC(C(N)=O)CC3)c2c1C	4	14	26	-3	32	1	-48	-6	33	-15	7
CN1CCC(N(C)C(=O)c2ccc(Cl)c(S(=O)(=O)Nc3ccc(Cl)cc3)c2)CC1	18	-1	-11	nt	-15	-1	-2	5	9	-8	4
Clc1ccc(Cn2nnc(-c3ccc(CN4CCOCC4)cc3)n2)cc1	7	-11	-22	5	18	6	-11	-59	-8	-11	-18
Cc1ccc(C2NC(=O)c3c(sc4c3CCN(C)C4)N2)o1 (stereo not given)	10	-10	4	5	5	-6	4	3	11	-8	-11
O=C(COC(=O)C1CC1)Nc1ccc([N+](=O)[O-])cc1C(F)(F)F	7	0	-12	-5	-5	1	15	-13	9	-1	25
CCOc1ccc(C(=O)COC(=O)c2cccc(-n3cnnn3)c2)cc1	1	-36	-51	0	-39	-1	-1	-80	-11	12	-22
CCOC(=O)c1c(C)oc2c1C(=O)c1ccccc1C2=O	76*	97*	33	0	20	45	-56	-88	6	-24	0
CCCN(CC(=O)Nc1ccccc1C)C(=O)c1ccc(S(=O)(=O)N2CCCCCC2)cc1	-1	7	12	-1	5	-19	4	8	-24	-10	9
COc1ccc(/C=C/C(=O)O)cc1S(=O)(=O)NCc1ccccc1	-3	-7	4	-1	-41	-16	6	20	14	-1	-3
CC1(C)CSC(C)(C)C(=O)N1	3	-6	25	nt	2	-2	-13	5	21	-10	-7
COc1ccc(N/C(N)=N/c2nc(CSc3ccc(C)cc3)cc(=O)[nH]2)cc1	-5	-14	-16	2	29	2	7	-18	-38	-5	-1
COC(=O)CCC(=O)NC(=S)Nc1ccccc1F	-1	-7	-46	5	-8	-16	-49	-57	28	-4	33
CCn1c(Cc2ccccc2)nnc1SCC(=O)NC1CC1	15	2	2	1	11	-5	10	3	9	-7	-9
O=C(c1cnc2n(c1=O)CCS2)N1CCN(C(c2ccccc2)c2ccc(Cl)cc2)CC1 (stereo not given)	-24	-8	5	-1	0	19	15	6	-11	11	-3
COC(=O)c1ccc(NC(=O)CN2CCCC2)cc1	2	-17	-31	1	9	7	-3	-54	-4	2	-13
CSCCC(NC(=O)c1ccco1)C(=O)NCc1ccc(F)cc1 (stereo not given)	11	8	10	2	-1	-3	-20	-3	4	1	12
Cc1cc(C)c2nc(-c3ccccn3)cc(C(=O)NCc3cc(C)n(C)n3)c2c1	-10	17	11	4	7	-8	-9	-4	14	-1	0
COc1cc(OC)c(OC)cc1CN1CCN(c2ccc(F)cc2)CC1	-3	12	13	1	8	-17	-13	20	-19	10	11
O=S(=O)([N-]c1nc2ccccc2nc1-n1cc[n+](Cc2ccccc2)c1)c1ccc(Br)cc1	-3	nt	9	0	16	14	5	-16	21	0	-29
O=C(NCc1ccco1)c1cc(S(=O)(=O)NC2CC2)ccc1Br	-8	3	-7	nt	23	-3	2	8	26	-2	-1
COc1ccc(CC(=O)N2CCN(c3ccccc3)CC2)cc1OC	12	2	5	-2	-5	5	20	16	31	-10	5
CC(C)NC(=O)C(=O)NNC(=O)C12CC3CC(CC(C3)C1)C2	11	-3	7	3	-16	3	-58	15	6	-2	-3
O=C(CSc1ncnc2c1cnn2-c1ccccc1)Nc1ccccc1	11	-7	-3	-1	33	-1	-2	11	38	-19	34
CCOC(=O)C1(CC2CC2)CCN(Cc2ccc(C(=O)OC)cc2)CC1	10	-9	10	-3	nt	1	-2	-1	-8	-5	8
Cc1ccc2cc(/C=N/NC(=O)c3ccccc3[N+](=O)[O-])c(Cl)nc2c1	-1	-4	-1	5	18	-1	-27	-9	2	6	10
CC1(C)Cc2c(cnn2-c2ccccc2)C(NC(=O)c2ccoc2)C1 (stereo not given)	-8	8	15	1	-3	-7	20	3	11	6	-1
COc1cccc(OCCOCC(O)CN2CCN(Cc3ccc(Cl)cc3)CC2)c1 (stereo not given)	-10	-4	2	-2	16	8	-14	18	21	-1	-2
O=c1[nH]c2ccccc2n2cnnc12	-17	-4	-6	3	0	-5	-14	13	-18	8	3
COc1ccc(NC(=O)CN2CCN(C3c4ccccc4-c4ccccc43)CC2)cc1	-9	4	20	-1	-1	7	-27	11	-15	3	-24
Cc1cc(=O)oc(C)c1C(=O)Nc1ccccc1F	-2	2	5	-1	nt	0	8	10	0	-2	1
O=C(c1ccccc1SCc1ccccc1)N1CCCCCC1	21	-15	12	2	-13	-2	-20	1	-5	-14	-3
O=C(CNC(=O)c1ccccc1Br)NNC(=O)c1cccs1	7	7	1	nt	13	-6	-19	23	19	10	-10
O=C(CSc1ncnc2sc3c(c12)CCCCC3)NCc1ccco1	9	15	-12	1	-36	3	-106	-51	0	-24	14
O=C(CNC(=O)c1ccco1)Nc1cc(Cl)ccc1N1CCOCC1	10	7	17	4	4	-7	-20	16	4	-7	-14
CN(C)N1C(=O)C2C3C=CC(O3)C2C1=O (stereo not given)	15	3	-2	nt	25	9	0	17	-5	1	-2
COc1ccc(Br)c(C(=O)Nc2nc3ccccc3[nH]2)c1	-22	-87	-93	1	-54	-5	-63	-127	-1	1	-28
COC(=O)CCCC(=O)NC1CCCN(C2Cc3ccccc3C2)C1 (stereo not given)	-13	8	20	4	-6	-4	-3	25	-10	3	5
COc1ccc(C(=O)/C=C/Nc2ccc([N+](=O)[O-])cc2C)cc1OC	-3	-36	-47	0	-3	10	-9	-43	-19	1	-30
COC(=O)[C@H](CCSC)NC(=O)NCc1ccccn1	-2	-1	5	2	0	-3	13	-11	-6	-7	-24
CCOC(=O)c1ccc(NC(=O)CSc2nc(=O)n3cccc(C)c3n2)cc1	-13	-6	3	0	36	3	19	4	-3	5	22
O=C(OCN1C(=O)c2ccccc2C1=O)c1cccs1	-6	-6	2	2	-45	-2	-10	7	-5	3	13
COC(=O)CCC(=O)OC1(C)C(=O)C=C2C=C(C3CC3)N(C3CCCC3)C=C2C1=O (stereo not given)	0	4	1	-3	-11	8	-11	15	-6	17	-11
N#Cc1c(C(F)(F)F)cc(C2CC2)[nH]c1=O	-24	-3	20	2	19	-8	-10	17	-12	-2	9
CC(C)OCCCNC(=O)c1cccs1	7	-7	-1	-4	-16	-13	-4	4	-20	-6	15

Rewritten with two lines to a compound: entries from further up
Results follow in this order: CF NFkB inh | MITF TRPM1 inh | Peg3 prom inh | NR2E3 ag-1 | Shn3 inh set2 | TRAIL sens C8 | NR2E3 ag-2 | HIF-2a block | TWEAK-Fn14 inh | KKLEB cytotox | TROY signal inh
O=C(CNC(=O)c1ccccc1Br)NNC(=O)c1cccs1
 : 7 | 7 | 1 | nt | 13 | -6 | -19 | 23 | 19 | 10 | -10
O=C(CSc1ncnc2sc3c(c12)CCCCC3)NCc1ccco1
 : 9 | 15 | -12 | 1 | -36 | 3 | -106 | -51 | 0 | -24 | 14
O=C(CNC(=O)c1ccco1)Nc1cc(Cl)ccc1N1CCOCC1
 : 10 | 7 | 17 | 4 | 4 | -7 | -20 | 16 | 4 | -7 | -14
CN(C)N1C(=O)C2C3C=CC(O3)C2C1=O (stereo not given)
 : 15 | 3 | -2 | nt | 25 | 9 | 0 | 17 | -5 | 1 | -2
COc1ccc(Br)c(C(=O)Nc2nc3ccccc3[nH]2)c1
 : -22 | -87 | -93 | 1 | -54 | -5 | -63 | -127 | -1 | 1 | -28
COC(=O)CCCC(=O)NC1CCCN(C2Cc3ccccc3C2)C1 (stereo not given)
 : -13 | 8 | 20 | 4 | -6 | -4 | -3 | 25 | -10 | 3 | 5
COc1ccc(C(=O)/C=C/Nc2ccc([N+](=O)[O-])cc2C)cc1OC
 : -3 | -36 | -47 | 0 | -3 | 10 | -9 | -43 | -19 | 1 | -30
COC(=O)[C@H](CCSC)NC(=O)NCc1ccccn1
 : -2 | -1 | 5 | 2 | 0 | -3 | 13 | -11 | -6 | -7 | -24
CCOC(=O)c1ccc(NC(=O)CSc2nc(=O)n3cccc(C)c3n2)cc1
 : -13 | -6 | 3 | 0 | 36 | 3 | 19 | 4 | -3 | 5 | 22
O=C(OCN1C(=O)c2ccccc2C1=O)c1cccs1
 : -6 | -6 | 2 | 2 | -45 | -2 | -10 | 7 | -5 | 3 | 13
COC(=O)CCC(=O)OC1(C)C(=O)C=C2C=C(C3CC3)N(C3CCCC3)C=C2C1=O (stereo not given)
 : 0 | 4 | 1 | -3 | -11 | 8 | -11 | 15 | -6 | 17 | -11
N#Cc1c(C(F)(F)F)cc(C2CC2)[nH]c1=O
 : -24 | -3 | 20 | 2 | 19 | -8 | -10 | 17 | -12 | -2 | 9
CC(C)OCCCNC(=O)c1cccs1
 : 7 | -7 | -1 | -4 | -16 | -13 | -4 | 4 | -20 | -6 | 15

Source: PubChem
